# Screening data from PubChem BioAssay.
# Lipid storage S3 = qHTS Assay for Lipid Storage Modulators in Drosophila S3 Cells | Drosophila S3 cells, BODIPY lipid droplet fluorescence, 18-24 h; cells fed with added oleic acid | Potency in µM for hits, for the others lipid storage change, negative = inhibition, % at the top dose, mostly 46.1 µM | actives 0.64% (n = 320,000); active = well fitted inhibition curve with a large enough effect in the signal ratio, with a control signal flat, not every such curve was filed as active; inconclusive = small, poorly fitted or top-dose-only effect, or effect the other way, or a change in a side signal; the % refers to the signal ratio
#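 Drosophila S3 cells loaded with oleic acid (400 uM, as added) and compounds at several concentrations; lipid droplets imaged by 488-nm laser-scanning cytometry, 500–530 nm intensity and object ratio to cell channel. Percent activity normalized to 20 uM Triacsin C.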
# Lipid storage S3 cell count max = recorded beside Lipid storage S3, whose call it bears; cell number change, %; measured here: cell count max response;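 cells counted by Cell Tracker Red CMTPX staining in the red channel; peak over a dose series mostly up to 46.1 µM; percent activity relative to internal control wells on each plate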
# The depositor's hits bear a star; i = inactive; ? = inconclusive; · = not tested or not shown. % is set by controls: 0 for no effect and ±100 for the full control effect; potency is the fitted concentration of half-maximal effect.
SMILES,Lipid storage S3,Lipid storage S3 cell count max
CCn1c2ccccc2c2nnc(SCC(=O)NC(CC(C)C)C(=O)OC)nc21 (centres undefined),6%,-9
O=C(CSc1nc2ccccc2[nH]1)N=Nc1c(O)[nH]c2ccccc12,?,·
Cn1cnnc1SCC(=O)NN1C(=O)NC(C)(c2ccccc2)C1=O (centres undefined),15%,8
O=C1c2ccccc2NC(c2cccc(F)c2)N1Cc1ccco1 (centres undefined),27%,·
CC/C(=N/Nc1ccccc1Cl)c1cnnc(-c2ccccc2)n1,5%,-15
O=C(c1ccc(-c2cccc(C(F)(F)F)c2)o1)N1CCCC(C(F)(F)F)C1 (centres undefined),3%,·
Cc1cc(C)nc(NC(=O)c2c(-c3ccccc3Cl)noc2C)c1,?,·
CCC(C)NC(=O)Cn1nc(C(F)(F)F)c2c1CCC2 (centres undefined),?,·
S=C(Nc1ccccc1)Nc1cc(Cl)ccc1Oc1ccccc1,?,·
NC(=O)CC(NC(=O)c1ccccc1)c1ccc(NCCc2ccc(F)cc2)c([N+](=O)[O-])c1 (centres undefined),?,·
O=C(Cc1ccccc1)N1CCCC(c2nc(-c3cccs3)no2)C1 (centres undefined),?,·
Cc1nn(C)c(C)c1N=Cc1c(O)ccc2ccccc12,1%,·
C=C(Cl)COC(=O)[C@H]1C2C=CC(C2)C1C(=O)O (some centres undefined),?,·
CCOC(=O)N1CCC(N2Cc3cccc(C(=O)Nc4ccc(CC)cc4)c3C2=O)CC1,?,·
O=C(c1ccc(Br)cc1)c1cn[nH]c1-c1ccccc1O,-15%,13
O=C(CN1CCCCCC1)Nc1ccccc1OC(F)F,?,·
O=C(NCC(=O)N(Cc1cccs1)C(C(=O)NC1CCCCC1)c1cccnc1)c1ccco1 (centres undefined),10%,26
COc1ccc(OCC(=O)NC(=S)N2CCCc3ccccc32)cc1,i,-7
COC(=O)Nc1ncc(CN2CCc3ccccc3C2)s1,20%,13
COc1ccc(NC(=O)CSc2nc3c([nH]c4ccccc43)c(=O)n2C)c(OC)c1,-26%,-18
CCc1nnc(NC(=O)CSc2nc3cc4c(cc3cc2CC)OCCO4)s1,?,·
CCCOCc1ccc(O)c2ncccc12,-7%,0
O=C(NCC(c1ccco1)N1CCc2ccccc2C1)c1ccc(Br)cc1 (centres undefined),?,·
O=C(O)CCC(=O)Nc1ccc(N2CCCCCC2)cc1,i,-10
COC(=O)c1ccccc1N1CCS(=O)(=O)CC1,16µM*,-19*
Cn1c(=O)[nH]c(=O)c2c1nc(CN1CCOCC1)n2CCCc1ccccc1,?,·
COCCn1c(SCC(=O)Nc2nnc(C)s2)nnc1-c1cc2ccccc2cc1O,?,·
N#CCCN(C(=O)COC(=O)c1ccc(S(=O)(=O)N2CCCCCC2)cc1)c1ccccc1,?,·
O=C(OCC(=O)c1ccc[nH]1)c1ccc2ccccc2n1,?,·
CC(O)[C@H]1CN=C(N)N1CCCCC1CCCCC1 (some centres undefined),-16%,-14
COC(=O)c1ccccc1NC(=O)C1CCN(S(=O)(=O)c2cc(C)ccc2OC)CC1,?,·
CC(C)c1ccccc1OCCNC(=O)c1cccnc1,?,·
CCCn1c(SCc2nc(-c3cccs3)no2)nnc1-c1ccncc1,?,·
CC(C)CC1NC(=O)N(CC(=O)N2CCN(S(=O)(=O)c3ccccc3)CC2)C1=O (centres undefined),7%,-5
CCCNC(=O)Nc1ccc2c(c1)nc(C)n2C,?,·
Cc1ccc(OCC(=O)Nc2ccc(O)c(-c3nc4ccccc4o3)c2)cc1,?,·
CCCc1[nH]nc2c1C(c1cccnc1)C(C#N)=C(N)O2 (centres undefined),2%,-16
O=C(CNC(=O)OCc1ccccc1)NC1CCCCCC1,13%,-1
CCOC(=O)c1ccc(NC(=O)C2(c3ccc(OC)cc3)CCCC2)cc1,?,·
Cc1ccc(-n2c(=S)[nH]c3nc4c(cc3c2=O)COC(C)(C)C4)cc1,?,·
CC(C)c1ccc(OCCCCCN2CCOCC2)cc1,-4%,-11
N#Cc1nc(-c2ccc(OCc3ccccc3)cc2)oc1NCCN1CCOCC1,?,·
Cc1ccc(N2CCN(C(=O)Nc3cccc([N+](=O)[O-])c3)CC2C)cc1 (centres undefined),?,·
COc1ccc(Cn2nnnc2C(c2ccccn2)N2CCN(c3cc(Cl)ccc3C)CC2)cc1 (centres undefined),?,·
Cc1nn2cc(-c3ccccc3)nc2[nH]c1=O,?,·
Cc1ccc(S(=O)(=O)n2ccnc2)cc1C,0%,-7
Cc1ccccc1NC(=O)Cn1c(=O)n(-c2ccc(CC(=O)NCC3CCCO3)cc2)c(=O)c2ccccc21 (centres undefined),i,·
Cc1ccc(NC(=O)C2COc3ccccc3O2)c(C)c1 (centres undefined),23%,5
OCCC1CN(CC2CCCCC2)CCN1CC1CCCCC1 (centres undefined),?,·
CCc1ccccc1NC(=O)CCc1c(C)nn(-c2ccc(N3CCOCC3)nn2)c1C,i,4
Cc1cc(C)n(-c2nc3ccccc3n3cnnc23)n1,?,·
Cc1ccc(S(=O)(=O)N2CCN(C(=O)COC(=O)/C=C/c3ccccc3[N+](=O)[O-])CC2)c(C)c1,?,·
CCOC(=O)C1CCN(C(=O)C2CCN(c3nn4c(=O)cc(C)nc4s3)CC2)CC1,?,·
COCCN(Cc1cccs1)S(=O)(=O)c1csc(C(N)=O)c1,?,·
Cc1cc(=O)oc2c(C)c(OCC(=O)N3CCN(C(=O)C4COc5ccccc5O4)CC3)ccc12 (centres undefined),?,·
O=S(=O)(c1cccc2ccccc12)n1nnc2ccccc21,?,·
Clc1ccccc1/C=C/c1nc(-c2ccccn2)no1,11%,1
C=C(C)CN(CC)C(=O)CCc1nnc(CCc2c[nH]c3ccccc23)o1,-4%,1
Cc1cc(-c2ccccc2)nc(SCc2ccc(C(=O)O)cc2)n1,?,·
O=C(N/C(=C\c1ccco1)C(=O)N1CCC(O)CC1)c1ccccc1,?,·

# 5 structures from above, ordered by SMILES length, lowest first:
SMILES,Lipid storage S3,Lipid storage S3 cell count max
CCCn1c(SCc2nc(-c3cccs3)no2)nnc1-c1ccncc1,?,·
C=C(C)CN(CC)C(=O)CCc1nnc(CCc2c[nH]c3ccccc23)o1,-4%,1
O=C(NCC(=O)N(Cc1cccs1)C(C(=O)NC1CCCCC1)c1cccnc1)c1ccco1 (centres undefined),10%,26
Cc1ccccc1NC(=O)Cn1c(=O)n(-c2ccc(CC(=O)NCC3CCCO3)cc2)c(=O)c2ccccc21 (centres undefined),i,·
Cc1ccc(S(=O)(=O)N2CCN(C(=O)COC(=O)/C=C/c3ccccc3[N+](=O)[O-])CC2)c(C)c1,?,·

# Further compounds
SMILES,Lipid storage S3,Lipid storage S3 cell count max
CCc1cc2c(COC(=O)c3cccc(S(C)(=O)=O)c3)cc(=O)oc2cc1O,?,·
CCN(CC)CCCn1c2c(c(SCC(=O)Nc3cc(OC)cc(OC)c3)nc1=O)CCC2,4%,-1
Cn1c(SCc2nc(-c3ccccc3)no2)nnc1-c1cccs1,0%,3
O=Nc1c(O)[nH]c2c(F)cccc12,4%,5
CCC(C(=O)NC1CCCCC1)n1c2ccccc2c2nc(=O)cc(C)n21 (centres undefined),i,1
NC(=O)C1CCN(CC(=O)Nc2cccnc2Cl)CC1,-8%,16
O=C(Nc1nnc(CSCc2ccccc2F)s1)c1cccc([N+](=O)[O-])c1,16%,4
CN(Cc1ccccc1)C(=O)COc1cc(Cl)ccc1Cl,?,·
CC(C)(C)N1C(=O)[C@H]2[C@@H](c3ccc(Br)cc3)N3C(=O)N(c4cccc(F)c4)C(=O)[C@@]3(C)[C@H]2C1=O,?,·
COC(=O)c1ccc(NC(=O)CCCCCn2nnc3ccccc3c2=O)cc1,?,·
O=C(C1=C[C@@H](c2ccc(C(F)(F)F)cc2)C[C@@H](OCc2ccc(CO)cc2)O1)N1CCN(Cc2ccc3c(c2)OCO3)CC1,?,·
Cc1cc(C)nc(N2CCCC(C(=O)NNC(=O)c3ccncc3)C2)n1 (centres undefined),11%,-15
CCOc1ccc(N2CC(C(=O)NCCCN3CCOCC3)CC2=O)cc1 (centres undefined),i,·
Cc1cc(=O)n(C)c(=O)n1CCCCOc1ccc([N+](=O)[O-])cc1,-12%,-2
O=C(OCC(=O)N1CCN(c2ccccc2)CC1)c1ccc[n+]([O-])c1,?,·
CCC(=O)Nc1ccc(C(=O)Nc2cccc(OC)c2)cc1,i,·
Fc1ccc2nc(Nc3nc4c(F)cccc4s3)sc2c1,-18%,-11
C/C(=N\NC(=O)c1ccc(CSc2nc(C)cc(C)n2)cc1)c1ccco1,?,·
Cc1ccc(C2=NN=C(NC(=O)CSc3nnc4c5ccccc5n(C)c4n3)SC2)cc1,?,·
C/C(CC(=O)Nc1ccc(Br)cc1)=N\NC(=O)c1cccc(O)c1,-26%,1
O=C(NCCCn1ccnc1)c1cccc(S(=O)(=O)NCc2ccccc2)c1,8%,5
CCCCC(CCC(=O)Nc1ccc(C(=O)OCC)cc1)C(=O)O (centres undefined),5%,1
Cc1ccc(S(=O)(=O)N2CCN(C(=O)CSc3n[nH]c(N)n3)CC2)c(C)c1,?,·
O=C(CCS(=O)(=O)c1ccc(Br)cc1)NCc1ccco1,i,8
CN(C)c1ccc(CNC(=O)C2CCN(S(=O)(=O)c3ccc4c(c3)CCC(=O)N4)CC2)cc1,9%,1
CC(C)CC(COCc1ccc(Cl)cc1)N1CCN(C(=O)c2cccc(C(F)(F)F)c2)CCC1=O (centres undefined),?,·
O=C(NC1CC1)c1nc(Cn2cc([N+](=O)[O-])cn2)no1,i,-24
CC1=CC(=O)CC2C1(C)CCC(C)C2(C)CCC(C)CC(=O)O (centres undefined),?,·
COC(=O)[C@H](C)NC(=O)NCc1ccc(S(N)(=O)=O)cc1,-3%,·
Cc1nc2ccc(S(=O)(=O)NCC(=O)N3CCOCC3)cc2s1,?,·
CCC(=O)Nc1ccccc1-c1nnn(CC(=O)N2c3ccccc3CC2C)n1 (centres undefined),?,·
CCOc1ccc(C(=O)NCCCN(CC)CC)cc1,?,·
COc1ccccc1N1CCN(c2nc(N)c(C#N)c(CC#N)c2C#N)CC1,-8%,-28
COc1ccccc1NC(=S)N1CCN(c2ccc(F)cc2)CC1,?,·
Cc1ccccc1C(=O)Oc1cc(N)n(S(=O)(=O)c2ccccc2)n1,?,·
CC(C)=CCC1=C(OCC(=O)O)C(=O)c2ccccc2C1=O,?,·
O=C(NCc1ccc2c(c1)OCO2)C1CC(c2cccc(Br)c2)=NO1 (centres undefined),?,·
COc1ccc(-c2cc3onc(-c4c(Cl)cccc4Cl)c3c(=O)n2C)cc1,?,·
COc1ccc(N2CC(C(=O)Nc3ccncc3)CC2=O)cc1 (centres undefined),i,25
COc1ccccc1NS(=O)(=O)c1cccc(C(=O)N/N=C/c2c(C)nn(-c3ccccc3)c2N2CCCC2)c1,?,·
O=C(CCS(=O)(=O)c1ccccc1)NC1CCCCC1,?,·
CC(=O)Nc1cc(C(=O)N2CCN(C)CC2)ccc1Sc1ccc(C)cc1,5%,4
Cc1ccc(NC(=O)c2ccc3c(=O)n4c(nc3c2)CCC4)cc1S(=O)(=O)N(C)C,?,·
COc1ccc(CC(=O)NCC2CCCN(Cc3cccc(C(F)(F)F)c3)C2)cc1 (centres undefined),?,·
Cc1ccc(S(=O)(=O)N2c3ccccc3-c3c(ssc3=S)C2(C)C)cc1,?,·
CC1CCN(C2(O)C(=O)Nc3ccc(Br)cc32)CC1 (centres undefined),?,·
CCOc1cc(N2CCOCC2)c(OCC)cc1NC(=O)c1[nH]c(C)c(C(C)=O)c1C,?,·
O=C(NCCOc1ccccc1F)c1cc([N+](=O)[O-])ccc1N1CCOCC1,i,·
Cc1c(Cl)cccc1-c1ccc(/C=N/n2cnnc2)o1,4%,1
CCOC(=O)C1CCN(C(=O)CN2C(=O)c3cccnc3Oc3ccccc32)CC1,i,13
CCC1Oc2ccccc2N(CC(=O)NC2CCCCC2C)C1=O (centres undefined),29µM*,-4.6*
Cc1ccc(-c2noc(/C=C/c3ccccc3)n2)cc1,?,·
Cn1c(=O)c2c(nc(Oc3ccc4c(c3)OCO4)n2Cc2ccc(Br)cc2)n(C)c1=O,?,·
CCOc1ccc(N(CC(=O)NCc2ccc(F)cc2)C(=O)c2ccco2)cc1,?,·

# Of the compounds above, these contain fluorine.
SMILES,Lipid storage S3,Lipid storage S3 cell count max
O=C1c2ccccc2NC(c2cccc(F)c2)N1Cc1ccco1 (centres undefined),27%,·
O=C(c1ccc(-c2cccc(C(F)(F)F)c2)o1)N1CCCC(C(F)(F)F)C1 (centres undefined),3%,·
CCC(C)NC(=O)Cn1nc(C(F)(F)F)c2c1CCC2 (centres undefined),?,·
NC(=O)CC(NC(=O)c1ccccc1)c1ccc(NCCc2ccc(F)cc2)c([N+](=O)[O-])c1 (centres undefined),?,·
O=C(CN1CCCCCC1)Nc1ccccc1OC(F)F,?,·
O=Nc1c(O)[nH]c2c(F)cccc12,4%,5
O=C(Nc1nnc(CSCc2ccccc2F)s1)c1cccc([N+](=O)[O-])c1,16%,4
CC(C)(C)N1C(=O)[C@H]2[C@@H](c3ccc(Br)cc3)N3C(=O)N(c4cccc(F)c4)C(=O)[C@@]3(C)[C@H]2C1=O,?,·
O=C(C1=C[C@@H](c2ccc(C(F)(F)F)cc2)C[C@@H](OCc2ccc(CO)cc2)O1)N1CCN(Cc2ccc3c(c2)OCO3)CC1,?,·
Fc1ccc2nc(Nc3nc4c(F)cccc4s3)sc2c1,-18%,-11
CC(C)CC(COCc1ccc(Cl)cc1)N1CCN(C(=O)c2cccc(C(F)(F)F)c2)CCC1=O (centres undefined),?,·
COc1ccccc1NC(=S)N1CCN(c2ccc(F)cc2)CC1,?,·
COc1ccc(CC(=O)NCC2CCCN(Cc3cccc(C(F)(F)F)c3)C2)cc1 (centres undefined),?,·
O=C(NCCOc1ccccc1F)c1cc([N+](=O)[O-])ccc1N1CCOCC1,i,·
CCOc1ccc(N(CC(=O)NCc2ccc(F)cc2)C(=O)c2ccco2)cc1,?,·

# Only part of the results is shown, so the mix of outcomes need not match the whole.
